TNAP inh hi DEA: blocks human TNAP under high phosphate acceptor concentration; 200,000 compounds, 0.03% hits; purified TNAP, CDP-star luminescence, 1 M DEA; AID 1135; inhibition, % at 20 µM; P05186;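 active = over 50% inhibition of tissue-nonspecific alkaline phosphatase at 20 µM in the single-dose screen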;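 note: plate controls were DMSO wells for no effect and EDTA-quenched wells as full inhibition for full effect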
Target sequence (P05186 whole entry, looked up): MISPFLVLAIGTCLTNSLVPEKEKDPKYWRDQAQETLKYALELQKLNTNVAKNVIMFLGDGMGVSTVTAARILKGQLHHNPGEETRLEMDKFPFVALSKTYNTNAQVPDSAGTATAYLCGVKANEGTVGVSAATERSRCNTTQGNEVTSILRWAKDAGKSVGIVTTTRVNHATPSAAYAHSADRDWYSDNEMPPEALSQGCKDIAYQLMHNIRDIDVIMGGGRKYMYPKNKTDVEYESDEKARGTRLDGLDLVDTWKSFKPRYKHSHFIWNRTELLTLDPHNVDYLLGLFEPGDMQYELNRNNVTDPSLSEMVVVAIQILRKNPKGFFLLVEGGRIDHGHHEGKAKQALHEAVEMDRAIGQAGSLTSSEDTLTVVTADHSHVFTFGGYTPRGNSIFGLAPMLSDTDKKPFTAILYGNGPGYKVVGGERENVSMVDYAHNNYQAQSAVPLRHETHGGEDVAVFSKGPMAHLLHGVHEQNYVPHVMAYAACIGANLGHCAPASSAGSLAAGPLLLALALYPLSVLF
PPARg SRC1 recr: PPARgamma-driven SRC-1 recruitment agonism | P37231 | activation, % at 8 µM | 200,000 compounds, 0.41% hits | PPARgamma-SRC-1 coactivator recruitment biochemical assay; in the data active = activation above about 19%;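 note: 0% = DMSO and 100% = reference agonist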
Target sequence (P37231 whole entry, looked up): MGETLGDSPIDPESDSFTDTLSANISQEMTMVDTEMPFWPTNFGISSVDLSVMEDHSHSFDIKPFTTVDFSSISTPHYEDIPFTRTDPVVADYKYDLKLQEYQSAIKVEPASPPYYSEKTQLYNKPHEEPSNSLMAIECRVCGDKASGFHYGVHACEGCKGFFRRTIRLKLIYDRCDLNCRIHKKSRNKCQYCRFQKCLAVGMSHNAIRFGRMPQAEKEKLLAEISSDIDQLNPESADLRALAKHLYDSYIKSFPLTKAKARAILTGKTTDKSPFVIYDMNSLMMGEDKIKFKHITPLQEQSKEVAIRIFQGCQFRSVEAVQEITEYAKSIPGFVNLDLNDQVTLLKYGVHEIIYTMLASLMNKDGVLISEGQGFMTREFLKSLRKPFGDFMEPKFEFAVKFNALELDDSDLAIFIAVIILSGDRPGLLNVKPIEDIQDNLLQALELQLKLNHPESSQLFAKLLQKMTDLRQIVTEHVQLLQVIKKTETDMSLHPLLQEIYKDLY
PPARg SRC2 recr: agonists of SRC-2 recruitment by human PPARgamma; PPARgamma LBD-SRC-2 recruitment, biochemical; 200,000 compounds, 0.34% hits; P37231; activation, % at 8 µM; in the data active = activation above about 22%;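 note: 0% = vehicle and 100% = reference agonist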
TNAP inh noacc: blocks human TNAP activity with no phosphate acceptor present; P05186; inhibition, % at 20 µM; purified TNAP, CDP-star luminescence, 30 min; 200,000 compounds, 0.26% hits; AID 1012;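 active = tissue-nonspecific alkaline phosphatase inhibition above about 50% at 20 µM in the single-dose screen, limit read from the data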;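 note: 0% = DMSO negative control and 100% = EDTA positive control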
TNAP act hi DEA: increases human TNAP activity under high phosphate acceptor concentration. purified TNAP, CDP-star luminescence, 1 M DEA, 30 min; stronger effect = higher value; 0 = EDTA background, 1 = DMSO-only activity. activation factor at 20 µM. 200,000 tested, under 10 active. AID 1136;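 active = activation factor at least 2 at 20 µM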
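Test system – human TNAP · Doses – 20 µM single point · Incubation – 30 min, room temperature · Signal – luminescent substrate turnover signal · Read-out basis – activation factor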
SRC2 TRFRET art: flags TR-FRET format artefacts in PPARgamma SRC-2 recruitment agonist screen; TR-FRET artefact counter-screen; stronger effect = higher value; TR-FRET ratio at 8 µM; 200,000 compounds, 0.4% hits; in the data active = TR-FRET ratio above about 2000; note: inactives centre near 1500; reference of the scale not given here
bIAP activator: intestinal alkaline phosphatase (bovine) activation | activation factor at 20 µM | purified bovine IAP, CDP-star luminescence, 30 min; stronger effect = higher value; fold of DMSO-control signal, blank-subtracted | 200,000 compounds, 0.17% hits;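 active = activation factor of 2 or more at 20 µM, a signal rise over negative controls twice the positive control's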
bIAP inh: intestinal alkaline phosphatase (bovine) inhibition; purified bovine IAP, CDP-star luminescence, 30 min; 190,000 tested, under 10 active; inhibition, % at 20 µM;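 active = over 50% inhibition of intestinal alkaline phosphatase at 20 µM in the single-dose screen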
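Assay system: bovine IAP enzyme; medium: DEA buffer 100 mM, pH 9.8, with MgCl2 1.0 mM, ZnCl2 0.02 mM; doses: 20 µM single dose; incubation: enzyme reaction for 30 min at room temperature; detection: CDP-star luminescence signal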
PPARg SRC-3 ag: agonists of human PPARgamma SRC-3 coactivator recruitment. P37231. biochemical PPARgamma/SRC-3 coactivator recruitment assay. activation, % at 8 µM. 200,000 compounds, 0.26% hits. AID 731; in the data active = activation above about 23%;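 note: 0% = DMSO and 100% = reference agonist; some compounds past the cut are filed as inactive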
Efa HMGR inh: blocks class II HMG-CoA reductase of Enterococcus faecalis; purified E. faecalis HMGR, NADPH absorbance 340 nm kinetic; inhibition, % at 10 µM; 190,000 compounds, 0.41% hits; AID 1066;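 active = inhibition above a set limit, the median over all tested compounds plus 3 SD, cut at about 9.5% in these data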;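 note: enzyme runs in reverse so mevalonate oxidation gives rising NADPH absorbance; 0% = complete reaction with DMSO and 100% = background rate lacking mevalonate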
Starred values were filed as active, the others as inactive; · = not tested or not shown.

Sample of the layout (3 entries):
SMILES | TNAP inh hi DEA | PPARg SRC1 recr | PPARg SRC2 recr | TNAP inh noacc | TNAP act hi DEA | SRC2 TRFRET art | bIAP activator | bIAP inh | PPARg SRC-3 ag | Efa HMGR inh
O=C1NC2(CCCCC2)C(=O)N1Cc1ccc([N+](=O)[O-])cc1 | -6 | -2 | 0 | -9 | 1.1 | 1586 | 1.1 | -6 | -1 | 5
NC1=NC(=O)C(Cc2cccc(Cl)c2Cl)S1 (stereo not drawn) | 2 | -4 | -2 | -55 | 1 | 1278 | 1 | 3 | 0 | -11
Cc1nc(C)c(-c2csc(N)n2)s1 | -2 | 8 | 6 | -10 | 1 | 1865 | 1 | -2 | 10 | -1

All compounds of this part, from the first entry:
SMILES | TNAP inh hi DEA | PPARg SRC1 recr | PPARg SRC2 recr | TNAP inh noacc | TNAP act hi DEA | SRC2 TRFRET art | bIAP activator | bIAP inh | PPARg SRC-3 ag | Efa HMGR inh
O=C1NC2(CCCCC2)C(=O)N1Cc1ccc([N+](=O)[O-])cc1 | -6 | -2 | 0 | -9 | 1.1 | 1586 | 1.1 | -6 | -1 | 5
NC1=NC(=O)C(Cc2cccc(Cl)c2Cl)S1 (stereo not drawn) | 2 | -4 | -2 | -55 | 1 | 1278 | 1 | 3 | 0 | -11
Cc1nc(C)c(-c2csc(N)n2)s1 | -2 | 8 | 6 | -10 | 1 | 1865 | 1 | -2 | 10 | -1
Cc1nn(C)c(=O)n1-c1ccc(Oc2ccccc2)cc1 | -6 | -5 | -5 | 4 | 1.1 | 1554 | 1 | 1 | -2 | -8
CC(=O)Nc1ccc2oc(-c3ccccc3Br)nc2c1 | -1 | 14 | 2 | -3 | 1 | 1617 | 1.1 | -10 | 7 | -5
Cc1ccc(OCC(=O)Nc2cccc3nsnc23)c(C)c1 | 0 | 0 | -3 | 1 | 1 | 1464 | 0.9 | 11 | -4 | 3
CCOC(=O)NC(=O)CSc1cc(C)c2cc(C)cc(C)c2n1 | -7 | 3 | 3 | -9 | 1.1 | 1619 | 1 | 2 | 6 | -2
O=C(COC(=O)/C=C/c1cccc(F)c1)NNC(=O)c1ccccc1 | 1 | 2 | 5 | -41 | 1 | 1688 | 1.1 | -7 | 6 | -5
COCCN(CCOC)C(=O)c1sc2nc(-c3ccccc3)cn2c1C | 2 | -1 | 3 | 5 | 1 | 1419 | 1 | 2 | -6 | -1
Cc1c(Cl)cccc1NC(=S)NCc1ccc2c(c1)OCO2 | 1 | 3 | 5 | 2 | 1 | 1564 | 0.9 | 13 | 2 | 6
O=C(NCCCN1CCCC1=O)c1ccc(Cl)c(NS(=O)(=O)c2ccc(F)cc2)c1 | -2 | 9 | -5 | 0 | 1 | 1542 | 1 | 0 | 0 | -5
CC(C)OC(=O)CC(=O)CSc1nc(-c2ccc(F)cc2)cc(-c2ccccc2)c1C#N | 2 | 2 | 4 | -2 | 1 | 1518 | 0.7 | 32 | 2 | -6
Cc1cc(C)c(C(N)=O)c(Nc2cccc3ccccc23)n1 | 5 | 5 | 11 | -9 | 0.9 | 1593 | 0.9 | 10 | 3 | -1
Cc1cc(OCC(=O)Nc2ccncc2)ccc1Br | -2 | 1 | 0 | -10 | 1 | 1489 | 1 | 4 | 10 | -8
CC(=O)OC(C(=O)NCCN1CCOCC1)c1c(F)cccc1F (stereo not drawn) | -6 | 14 | 5 | -11 | 1.1 | 1767 | 0.9 | 5 | 3 | 0
CCn1nc(C(=O)Nc2ccc3nc(C)sc3c2)c2ccccc2c1=O | 0 | 2 | 6 | -5 | 1 | 1520 | 0.9 | 9 | 2 | 1
CCOCCCNC(=O)C(c1ccc(Cl)cc1)N(Cc1cccs1)C(=O)c1ccccn1 (stereo not drawn) | -2 | 1 | -5 | -6 | 1 | 1394 | 1.1 | -10 | -3 | -1
CCc1c(C(=O)NCc2ccccc2Cl)[nH]c(C)c1C(C)=O | -3 | -2 | 3 | -14 | 1 | 1337 | 0.9 | 10 | -4 | -2
C=CCn1c(=O)c2c(nc(Br)n2Cc2ccccc2Cl)n(C)c1=O | -6 | -3 | 2 | -6 | 1.1 | 1434 | 1 | 1 | 5 | 1
O=[N+]([O-])c1cccnc1N/N=C/c1ccccc1O | 24 | -1 | -2 | -16 | 0.8 | 1377 | 1.1 | -6 | 6 | -1
Cc1cccc(C)c1-n1c(C)cc(/C=N\Nc2ccc([N+](=O)[O-])cn2)c1C | 15 | 7 | 4 | 28 | 0.8 | 1472 | 0.4 | · | 1 | 0
Cc1c(NS(=O)(=O)c2cc(C(=O)OCC(=O)N3CCC(C)CC3)ccc2Cl)c(=O)n(-c2ccccc2)n1C | -6 | 9 | 4 | -5 | 1.1 | 1691 | 1.1 | -7 | 3 | 3
Cc1cc(C)n(-c2ccccc2[N+](=O)[O-])n1 | -7 | 5 | 3 | -11 | 1.1 | 1496 | 1 | 2 | -3 | 2
COCCn1c(C)cc(C(=O)CSc2nnc3ccccn23)c1C | -6 | -1 | 3 | -20 | 1.1 | 1783 | 1.1 | -6 | 4 | 4
CCN(Cc1nc(-c2ccc(Cl)cc2)no1)CC1CCCO1 (stereo not drawn) | -8 | 9 | 4 | -11 | 1.1 | 1540 | 1 | 4 | 1 | 0
CCOc1ccc(N/C(C)=C/C(=O)c2ccc(C)o2)cc1 | 3 | 2 | 3 | 0 | 1 | 1541 | 0.9 | 11 | 8 | 1
COc1ccc(CCNCC(O)COc2cccc(Br)c2)cc1 (stereo not drawn) | -3 | -2 | -3 | -9 | 1 | 1580 | 1.1 | -11 | 2 | 2
CC(=O)c1c(C)[nH]c(C(=O)COC(=O)CCCOc2ccccc2)c1C | -6 | 5 | 7 | -9 | 1.1 | 1794 | 1 | -4 | 9 | -2
O=S(=O)(c1ccccc1)c1nc(-c2ccco2)oc1N1CCCCCC1 | -6 | -3 | -8 | -10 | 1.1 | 1382 | 0.8 | 16 | -6 | -7
Cc1nc2ncnn2c(C)c1CCC(=O)N1CCN(Cc2ccccc2)CC1 | -10 | -1 | -1 | -6 | 1.1 | 1470 | 1.1 | -7 | -5 | 4
COc1ccc(-c2cn3c(C)c(C(=O)Nc4cc(NC(C)=O)ccc4OC)sc3n2)cc1 | -2 | 23* | 39* | -11 | 1 | 2510* | 1.3 | -26 | 47* | 0
CC(C)CNC(=O)NC(=O)COC(=O)c1cc([N+](=O)[O-])ccc1NCc1ccccc1Cl | -6 | 3 | 7 | -10 | 1.1 | 1424 | 1 | -1 | 4 | -3
COc1ccc(C)cc1NC(=O)c1cc2ccccc2o1 | -2 | 2 | -2 | -7 | 1 | 1562 | 0.9 | 11 | -1 | 5
COCCNC(=O)CSc1cc(=O)n(C)c2cc(Cl)ccc12 | 2 | 62* | 28* | -5 | 1 | 2945* | 1.1 | -5 | 40* | -4
Cc1ccc(-c2nc(N)sc2-c2ccccc2)cc1C | -1 | -1 | -13 | -8 | 1 | 1542 | 1.1 | -14 | 0 | -2
O=C1OCCN1C(=O)[C@H]1[C@H](c2ccc(Cl)cc2)C(c2cccc(Cl)c2)=NN1c1ccccc1 | -7 | 11 | 16 | -19 | 1.1 | 2617* | 1.1 | -8 | 8 | -10

3 entries from above, ordered by molecular weight, high to low.
SMILES | TNAP inh hi DEA | PPARg SRC1 recr | PPARg SRC2 recr | TNAP inh noacc | TNAP act hi DEA | SRC2 TRFRET art | bIAP activator | bIAP inh | PPARg SRC-3 ag | Efa HMGR inh
COCCNC(=O)CSc1cc(=O)n(C)c2cc(Cl)ccc12 | 2 | 62* | 28* | -5 | 1 | 2945* | 1.1 | -5 | 40* | -4
COc1ccc(C)cc1NC(=O)c1cc2ccccc2o1 | -2 | 2 | -2 | -7 | 1 | 1562 | 0.9 | 11 | -1 | 5
Cc1ccc(-c2nc(N)sc2-c2ccccc2)cc1C | -1 | -1 | -13 | -8 | 1 | 1542 | 1.1 | -14 | 0 | -2

(listing goes on)
SMILES | TNAP inh hi DEA | PPARg SRC1 recr | PPARg SRC2 recr | TNAP inh noacc | TNAP act hi DEA | SRC2 TRFRET art | bIAP activator | bIAP inh | PPARg SRC-3 ag | Efa HMGR inh
Cc1ccccc1OCC(=O)OCC(=O)Nc1ccc(N2CCOCC2)cc1 | -4 | 2 | 5 | 8 | 1 | 1728 | 1.1 | -6 | 3 | 0
COCCOC(=O)c1c(NC(=O)CN(C)c2ccccc2)sc(C(N)=O)c1C | -6 | 8 | 2 | -8 | 1.1 | 1590 | 1 | -3 | -1 | 1
Cc1noc(C)c1COc1ccc2ccc(=O)oc2c1 | -3 | 7 | -5 | -14 | 1 | 1500 | 1 | 4 | 2 | -4
O=C(CSc1n[nH]c(-c2ccccc2)n1)Nc1ncc(Br)cc1Br | -7 | 0 | 4 | 46 | 1.1 | 1405 | 1.1 | -12 | -4 | -2
O=C(CSc1nc2ccccc2s1)Nc1cc(S(=O)(=O)N2CCOCC2)ccc1O | 5 | -6 | -5 | -40 | 0.9 | 1535 | 0.6 | 44 | -3 | 2
CCNS(=O)(=O)c1cc(Br)ccc1OC | 0 | 3 | -5 | -9 | 1 | 1480 | 1 | -3 | -14 | -2
CCOc1ccc(S(=O)(=O)N/N=C(\C)Cc2ccc(OC)cc2)cc1 | -2 | 12 | -9 | -9 | 1 | 1469 | 1 | 1 | 3 | -9
O=C(CN1CCC(Cc2ccccc2)CC1)NC(=O)NC1CCCCC1 | -3 | 10 | 2 | -6 | 1 | 1603 | 1 | 5 | 1 | -6
COC(=O)c1ccc(CN2CCN(Cc3ccc(F)cc3)C(CCO)C2)cc1 (stereo not drawn) | -8 | -2 | 4 | -7 | 1.1 | 1549 | 1 | 3 | -1 | 2
CCOc1ccccc1N1CCN(C(=O)c2ccc3[nH]c4c(c3c2)CCCC4)CC1 | -4 | -4 | -4 | -8 | 1 | 1478 | 1 | 3 | -5 | -7
O=C(CCC(=O)OCCCC(F)(F)C(F)(F)F)Nc1ccccc1 | 0 | 4 | 5 | -10 | 1 | 1577 | 1.1 | -6 | 2 | -5
C=C(Br)Cn1c(CC)nc2ccccc21 | -3 | -6 | 5 | -8 | 1 | 1490 | 0.8 | 17 | -1 | -5
Cn1nnnc1SCC(=O)Nc1cc(C(=O)O)cc(C(=O)O)c1 | 0 | -4 | 8 | -7 | 1 | 1514 | 0.9 | 9 | 0 | -1
N#CC(C(=O)Nc1ccccc1)=C1CCCCC1 | 5 | 1 | 9 | -3 | 1 | 1607 | 1 | -2 | -3 | 3
COc1ccc(-c2noc(CN3CCN(c4ccccc4)CC3)n2)cc1 | -8 | 0 | 7 | -16 | 1.1 | 1651 | 1 | 3 | 5 | -4
COc1ccc(Oc2ccc(N/C=C3/CCCC3=O)cc2)cc1 | 6 | 5 | 5 | -10 | 0.9 | 1577 | 0.9 | 12 | 0 | 2
O=c1[nH]c(SCc2ccc([N+](=O)[O-])cc2)nc2[nH]ncc12 | -1 | 0 | 0 | -9 | 1 | 1530 | 1 | 3 | 2 | -2
CCOCCCn1c(=S)[nH]c2cc(C(=O)NCCCN(CC)CC)ccc2c1=O | 0 | -2 | -9 | -2 | 1 | 1348 | 0.8 | 24 | 2 | -1
C=CCn1c(N2CCCCCC2)nc2c1c(=O)n(C)c(=O)n2C | -7 | 7 | 0 | -9 | 1.1 | 1588 | 1 | 0 | -2 | -8
Cc1ccc(S(=O)(=O)N2CCN(CC(=O)N/N=C\c3ccc(Cl)c([N+](=O)[O-])c3)CC2)cc1 | 6 | -4 | 4 | -1 | 0.9 | 1515 | 0.9 | 13 | -2 | -6
